PhoP GFP inhibition – Inhibition of PhoP regulon, Salmonella typhi GFP reporter cells, confirmation, 4 h (AID 1850); inhibition, % at 50 µM, or IC50 in µM where a hit was titrated; Salmonella Typhi PhoP-promoter GFP reporter, fluorescence, 4 h; higher % means a stronger effect; 310,000 tested, 0.33% active; in the data active = a potency from the dose series; inconclusive = inhibition mostly from about 25% at the one dose, without a potency; inactive = the rest, 99 in 100 with inhibition below about 19%;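 note: 0% = induced wells with vehicle and 100% = uninduced wells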
H37Rv inhibition – M. tuberculosis growth inhibition, HTS (AID 449762) | 330,000 tested, 0.59% active | M. tuberculosis H37Rv growth inhibition, 7H9 media; higher % means a stronger effect | inhibition, % at 25 µM; hits with a dose series show IC50 in µM; in the data active = a potency from the dose series; inconclusive = inhibition above about 70% without an active follow-up result;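 note: bacterial growth assessed after seven days of incubation; strong numbers were not always called active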
tuberculosis growth – growth inhibition of non-replicating M. tuberculosis (AID 488890) | 320,000 tested, 0.39% active | Mycobacterium tuberculosis non-replicating, growth inhibition; higher % means a stronger effect | inhibition, % at 25 µM; hits with a dose series show IC50 in µM; in the data active = a potency from the dose series; inconclusive = inhibition mostly from about 82% at the one dose, without a potency; inactive = the rest, 99 in 100 with inhibition below about 76%;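 note: plate controls were DMSO cells for no effect and high antibiotic wells for full effect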
inhibitors of VEEV – inhibitors of VEEV TC-83 cytopathic effect, confirmation, Vero cells (AID 588727) | inhibition, % at 20 µM, or IC50 in µM where a hit was titrated | Vero cells, VEEV TC-83 cytopathic effect inhibition; higher % means a stronger effect | 350,000 tested, 0.13% active; in the data active = a potency from the dose series; inconclusive = inhibition mostly from about 14% at the one dose, without a potency; inactive = the rest, 99 in 100 with inhibition below about 12%; note: strong numbers were not always called active
H1N1 NS1A inhibition – NS1A inhibition, H1N1 influenza, cell based functional assay (AID 504329); NS1A functional cell-based assay, percent inhibition; higher % means a stronger effect; inhibition, % at 12.5 µM, or IC50 in µM where a hit was titrated; 340,000 tested, 0.3% active; in the data active = a potency from the dose series; inconclusive = inhibition above about 27% without an active follow-up result; note: strong numbers were not always called active
inhibitors of VEEV 10K pilot screen – second read-out of inhibitors of VEEV, no call of its own (marks repeat the call); inhibition, %; measured here: 10K pilot screen inhibition
An asterisk follows results filed as active; i = inactive; ? = inconclusive; · = not tested or not shown.

SMILES | PhoP GFP inhibition | H37Rv inhibition | tuberculosis growth | inhibitors of VEEV | H1N1 NS1A inhibition | others
CCc1noc(C)c1C(=O)Nc1ccc(C(F)(F)F)cc1 | -3% | -22% | -9% | 0.3% | -8%
Nc1nc2c(ncn2C2CCCC2)c(=O)[nH]1 | · | · | · | 1.9% | 1%
CN(Cc1ccco1)C(=O)C1CCC(=O)N(CCc2cccc(F)c2)C1 (stereo unspecified) | -5% | -7% | 3% | 0.4% | -5%
CCOC(=O)CSc1nc(N)nc(C)c1Cl | 5% | -1% | 40% | 1.5% | 5%
CSc1ccccc1NC(=O)Cn1c([N+](=O)[O-])cnc1C | 1% | -2% | 0% | i | -19%
CC(C)C[C@H](NC(=O)[C@@H]1O[C@H]1C(=O)O)C(=O)NCCCCN=C(N)N | -4% | 4% | 65% | 0.5% | 3%
COc1cc(Cl)c(C)cc1NC(=O)CSc1ccccc1 | -6% | 8% | 73% | 3.2% | 2%
CC(=O)N1CCN(Cc2nc3cc(Cl)ccc3c(=O)[nH]2)CC1 | 1% | 2% | 4% | 0.2% | 5%
CCOC(=O)N1CCN(C(=O)C(NC(=O)c2ccc(CC)cc2)C(C)C)CC1 (stereo unspecified) | 0% | -2% | 1% | i | 5%
Cn1cc([N+](=O)[O-])c(C(=O)N(Cc2ccccc2)Cc2ccccc2)n1 | 7% | 7% | 4% | i | -7%
CCOC(=O)c1c(C)[nH]c(C(=O)COC(=O)CSC)c1C | -4% | 4% | 3% | 0.3% | 1%
COc1ccc(OC)c(NC(=O)C23CCC(C)(C(=O)C2)C3(C)C)c1 (stereo unspecified) | 3% | 2% | -8% | 1.0% | -8%
COc1ccccc1C1=NOC(C)(c2sc(-c3ccc(Cl)cc3)nc2C)C1 (stereo unspecified) | -9% | 4% | -10% | 0.8% | 1%
COc1cccc(C2N(Cc3ccccc3)C(=O)C2(F)F)c1OC (stereo unspecified) | 0% | 64% | ? | 1.7% | -4%
COc1ccc(-n2c(-c3ccc(C)cc3)nc3ccccc3c2=O)cc1 | -2% | -1% | 30% | 6.5% | 3%
CCOc1ccc(S(=O)(=O)n2ccnc2C)cc1 | 6% | 1% | -18% | · | ·
CCn1c(SCC(=O)Nc2cccc(F)c2)nc2c(c1=O)SC(C)C2 (stereo unspecified) | 15% | -10% | · | 0.7% | 2%
COc1cccc(N2CCN(C(=O)CCC(=O)c3ccc(Cl)s3)CC2)c1 | · | 8% | 32% | 4.2% | -6%
Cc1ccc(C)c(NC(=S)NNC(=O)c2csc(C(C)C)c2)c1 | 12% | -5% | -7% | i | -4% | inhibitors of VEEV 10K pilot screen=2.9
COc1ccc(CCNS(=O)(=O)c2cn(C)nc2C)cc1OC | -5% | -12% | -3% | 0.1% | -4%
CCNc1nc(OC)nc(Oc2ccc(=O)n(-c3ccccc3)n2)n1 | 16% | -3% | -11% | 0.2% | -8%
Cc1ccc(SCCC(=O)Nc2cccnc2)cc1 | -3% | -2% | 9% | 1.2% | ·
COc1ccccc1/C=N/NC(=O)c1ccc(Cn2nc([N+](=O)[O-])cc2C)cc1 | -5% | -12% | 13% | 0.9% | -6%
Cc1ccc(-c2nn(Cc3ccccc3)cc2/C=C/C(=O)O)cc1C | 0% | 12% | 8% | 3.9% | -7%
O=C(Cn1c2ccc(F)cc2c2nc3n(c(=O)c21)CCS3)Nc1ccccc1F | 7% | 4% | 4% | · | ·

Ordered by count of non-hydrogen atoms (lowest first): some entries from above
SMILES | PhoP GFP inhibition | H37Rv inhibition | tuberculosis growth | inhibitors of VEEV | H1N1 NS1A inhibition | others
CCOc1ccc(S(=O)(=O)n2ccnc2C)cc1 | 6% | 1% | -18% | · | ·
Cc1ccc(SCCC(=O)Nc2cccnc2)cc1 | -3% | -2% | 9% | 1.2% | ·
COc1cc(Cl)c(C)cc1NC(=O)CSc1ccccc1 | -6% | 8% | 73% | 3.2% | 2%
Cc1ccc(C)c(NC(=S)NNC(=O)c2csc(C(C)C)c2)c1 | 12% | -5% | -7% | i | -4% | inhibitors of VEEV 10K pilot screen=2.9
CCNc1nc(OC)nc(Oc2ccc(=O)n(-c3ccccc3)n2)n1 | 16% | -3% | -11% | 0.2% | -8%
CCOC(=O)N1CCN(C(=O)C(NC(=O)c2ccc(CC)cc2)C(C)C)CC1 (stereo unspecified) | 0% | -2% | 1% | i | 5%
COc1ccccc1/C=N/NC(=O)c1ccc(Cn2nc([N+](=O)[O-])cc2C)cc1 | -5% | -12% | 13% | 0.9% | -6%

(more compounds)
SMILES | PhoP GFP inhibition | H37Rv inhibition | tuberculosis growth | inhibitors of VEEV | H1N1 NS1A inhibition | others
O=C(Nc1nnc(-c2ccncc2)o1)c1ccc(Br)s1 | -13% | ? | 7.7µM* | 3.5% | -2%
O=C(/C=C1\SC(=O)NC1=O)Nc1ccc(F)cc1 | 10% | 8% | 32% | 1.1% | 8%
CC1(C)CC(=O)C2=C(C1)N(Cc1ccco1)C(=O)C2(NC(=O)C1CCCCC1)C(F)(F)F (stereo unspecified) | 1% | 1% | 2% | i | -26%
Cc1nn(C)c(C)c1/C=N/NC(=O)c1csc2ccccc12 | 0% | -3% | -2% | · | ·
O=C(COC(=O)c1ccccn1)NC(=O)c1ccccc1 | · | 3% | 14% | 0.9% | -4%
NC1=NC(=O)NC1(c1ccccc1)c1ccccc1 | · | · | · | 2.4% | 1%
FC(F)(F)c1cc(Cl)c2nnc(C(F)(F)Cl)n2c1 | -14% | 6% | 30% | 1.8% | -12%
COC(=O)C1=C(c2ccc(F)cc2OCc2ccccc2)C[C@@H]2CC[C@H]1N2C(=O)NCc1ccccc1Cl | · | 16% | 5% | 0.1% | 16%
COc1ccc(Cl)cc1NC(=O)/C=C/C(=O)O | -21% | 1% | -16% | i | -11%
CC1(CCc2ccccc2)NC(=O)N(CC(=O)Nc2c(F)cccc2F)C1=O (stereo unspecified) | · | 4% | 8% | 3.3% | -7%
CC[C@]12c3[nH]c4ccccc4c3CCN1C(=O)C(CC(=O)NCCN1CCOCC1)C[C@@H]2C(=O)N1CCN(C(=O)c2ccco2)CC1 (stereo partly specified) | · | 5% | 1% | 0.4% | -7%
CCCCCNC(=O)c1cn(CC)c2cc(N3CCN(C)CC3)c(F)cc2c1=O | 98µM* | 3% | 22% | 0.9% | -6%
Cc1ccc(C)c(SCC(=O)NC(=O)NC2CCCC2)c1 | · | 5% | 40% | i | 1%
CCCCCCC(=O)N/N=C/c1c(O)n(CCCC)c(=S)[nH]c1=O | -1% | 2% | -12% | 7.7% | -21%
CN(Cc1ccc(Cl)cc1)C(=O)c1ccc(S(=O)(=O)NCc2ccco2)cc1 | · | 1% | 26% | 7.6% | 0%
Cc1cc2[nH]cnc2c([N+](=O)[O-])c1C | 3% | 4% | -2% | 0.6% | -8%
CCOc1ccc(C(=O)Nc2cccc(-n3cnnn3)c2)cc1OCC | -28% | 6% | 25% | 12% | 8%
O=C(Nc1ccncc1)c1ccc(NS(=O)(=O)c2ccc3[nH]c(=O)[nH]c3c2)cc1 | -14% | -4% | 0% | 4.6% | -7%
O=C1C2C3C=CC(C2C(=O)N1C1CCCCC1)C1C(=O)N(C2CCCCC2)C(=O)C31 (stereo unspecified) | 0% | 4% | 2% | 1.8% | -3%
CCN1CCN(C(=O)C(C)Nc2ccc(OC)cc2OC)CC1 (stereo unspecified) | -3% | 11% | 77% | 1.8% | 8%
O=C(Nc1cccc(C(=O)O)c1)/C(=C/c1ccccc1)NC(=O)c1cccc(Br)c1 | -3% | -3% | 7% | i | -1%
C[C@@H](NC(=O)[C@@H]1Cc2ccccc2CN1)C(=O)NC1CCCCC1 | 7% | -1% | 2% | 4.5% | -5%
Cn1nnc2cc(NC(=O)Nc3cccc(C(F)(F)F)c3)ccc21 | -5% | -7% | 0% | 2.2% | -11%
COc1ccc(NC(=S)N2C3CCC2CC(NC(=O)NC24CC5CC(CC(C5)C2)C4)C3)c(OC)c1 (stereo unspecified) | 13% | ? | ? | 0.2% | 10%
C#CCOCCOCCOCCNc1nc(N2CCN(C(=O)CCCCCCCCCCNC(=O)[C@H](CO)n3cc(CCCSC)nn3)CC2)nc(N2CCN(C(=O)CCCCCCCCCCNC(=O)[C@@H]([C@H](C)O)n3cc(C)nn3)CC2)n1 | 0% | 53% | 7% | · | ·
Continued.
SMILES | PhoP GFP inhibition | H37Rv inhibition | tuberculosis growth | inhibitors of VEEV | H1N1 NS1A inhibition | others
COC(=O)C1=C(C)N(Cc2ccccc2)C(=S)N[C@H]1c1ccc(Br)cc1 | · | -2% | -14% | 4.2% | 3%
Cc1onc(-c2ccccc2)c1NC(=O)N(CCC(=O)O)Cc1ccccc1 | 10% | -2% | -6% | 0.2% | ·
COc1ccc(NCCc2ccccn2)cc1 | 7% | -1% | 32% | 0.5% | 1%
O=C(Nc1ccc(C(=O)N2CCCCC2)cc1)Nc1cccc(Cl)c1 | -10% | -13% | 10% | 2.8% | -3%
CCN(CC)CCN(C(=O)c1ccc(N2C(=O)CCC2=O)cc1)c1nc2cc3c(cc2s1)OCO3 | 3% | 5% | -6% | · | ·
CCn1c(-c2ccc([N+](=O)[O-])cc2)n[nH]c1=S | -11% | -4% | -13% | 0.4% | -2%
CCOC(=O)CCSc1nc(C)c2cc(C)c(C)cc2n1 | 4% | ? | -2% | 11% | -25%
COc1cc(CCC(=O)OCC(=O)Nc2ccc(Br)cc2F)cc(OC)c1OC | 5% | 3% | 34% | i | 3%
O=C(c1cccc(Cl)c1)c1nn(-c2ccccc2)c(=O)cc1C(F)(F)F | 0% | -2% | 56% | ? | 3%
COc1cccc(N(CC(=O)Nc2cccnc2)S(C)(=O)=O)c1 | -7% | 0% | -5% | i | -8%
CN(C)S(=O)(=O)c1ccc(NC(=O)c2ccccn2)cc1 | -9% | 1% | -1% | 0.1% | 1%
CC(C)c1ccc(N(C(=O)c2csnn2)C(C(=O)NC(C)(C)C)c2cccnc2)cc1 (stereo unspecified) | -2% | -1% | 14% | i | -2%
COc1ccc(CC(=O)NC(C)CCc2ccccc2)cc1OC (stereo unspecified) | -1% | -1% | -5% | i | -3%
O=C(NCc1ccc(Cl)cc1)C1CCCN(c2ncnc3c2nc2n3CCCCC2)C1 (stereo unspecified) | -31% | 16% | 50% | 8.6% | 16%
CC(C)(C)NC(=O)CSc1nccn1Cc1ccccc1 | 3% | -3% | 0% | 1.1% | 6%
CC(=O)NNC(=O)CC(=O)Nc1nc(C23CC4CC(CC(C4)C2)C3)cs1 | 6% | 0% | -8% | 7.4% | -1%
Cc1cccc(NC(=O)Cn2ccn(-c3ccc4c(c3)OCCO4)c(=O)c2=O)c1 | 10% | -6% | -27% | 6.7% | -1%
Cc1cccc2c1-c1sc(C(=O)Nc3cccc([N+](=O)[O-])c3C)cc1CO2 | -1% | -9% | -14% | 0.9% | 25%

Fetched by structure from the list above, 2 records:
SMILES | PhoP GFP inhibition | H37Rv inhibition | tuberculosis growth | inhibitors of VEEV | H1N1 NS1A inhibition | others
COc1cc(CCC(=O)OCC(=O)Nc2ccc(Br)cc2F)cc(OC)c1OC | 5% | 3% | 34% | i | 3%
O=C(Nc1ccc(C(=O)N2CCCCC2)cc1)Nc1cccc(Cl)c1 | -10% | -13% | 10% | 2.8% | -3%

Compound activity as filed in PubChem BioAssay.
